Screens from PubChem.
mcGAS lum – inhibitors of mouse cGAS; inhibition, % at 12.5 µM; recombinant cGAS, Kinase-Glo ATP depletion luminescence; Q8C6L5; AID 1259399; 0.15% of 160,000 active;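 note: 0% = negative control wells and 100% = reference inhibitor with no enzyme activity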
hcGAS inh – human cGAS inhibition; 0.081% of 290,000 active; AID 1259398; recombinant h-cGAS, ATP depletion, Kinase-Glo luminescence; inhibition, % at 12.5 µM;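 note: 0% = vehicle reaction and 100% = reaction without DNA for no activity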
Target sequence (Q8N884 whole entry, looked up): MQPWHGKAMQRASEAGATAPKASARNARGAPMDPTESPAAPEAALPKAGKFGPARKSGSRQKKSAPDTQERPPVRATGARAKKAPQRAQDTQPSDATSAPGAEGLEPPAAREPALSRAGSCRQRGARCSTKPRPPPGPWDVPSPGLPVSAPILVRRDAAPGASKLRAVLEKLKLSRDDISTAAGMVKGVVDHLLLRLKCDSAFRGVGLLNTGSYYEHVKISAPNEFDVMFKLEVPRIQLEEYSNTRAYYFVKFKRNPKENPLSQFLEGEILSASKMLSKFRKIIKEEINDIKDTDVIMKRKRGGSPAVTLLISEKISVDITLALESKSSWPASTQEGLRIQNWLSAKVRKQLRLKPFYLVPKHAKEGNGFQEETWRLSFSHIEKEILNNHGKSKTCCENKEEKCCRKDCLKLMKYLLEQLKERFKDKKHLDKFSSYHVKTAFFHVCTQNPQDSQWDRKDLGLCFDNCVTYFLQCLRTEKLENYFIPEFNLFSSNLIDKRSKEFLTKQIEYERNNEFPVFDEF
NPYLR7 ag – activates Aedes aegypti NPYLR7 receptor; HEK293T NPYLR7/Galpha15, GCaMP6s calcium fluorescence; activation, % at 10 µM; 0.15% of 270,000 active; in the data active = activation above about 40%;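 note: 0% = vehicle and 100% = reference agonist at the receptor; some compounds past the cut are filed as inactive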
Numbers without * were called inactive; . = no result given; & = joins results of further samples. Cut-off read from the data, not from the text of the source, unless noted: active = inhibition above about 40%; inactive = the rest.

SMILES | mcGAS lum | hcGAS inh | NPYLR7 ag
COc1ccc(CNC(=O)N(Cc2ccncc2)C2CCN(C)CC2)cc1 | . | -7 | 0
O=c1cc(Cn2ncc(Cl)c(Cl)c2=O)[nH]c(=O)[nH]1 | . | -9 | 4
COc1ccc(OCCOc2c(Cl)cc(Cl)cc2/C=N\n2cnnc2)cc1 | -5 | -2 | -6
CC(NC(=O)n1ccnc1)c1ccc(F)cc1 (stereo not given) | 6 | 8 | -4
CCS(=O)(=O)c1ccc2c(c1)N(Cc1ccc(Cl)cc1)C(=O)C(C)O2 (stereo not given) | . | 1 | 2
CN(CCCNS(=O)(=O)c1cc(F)cc(F)c1)c1ccccn1 | . | -7 | 4
O=c1[nH]c(Cc2cccc(F)c2)nc2c1sc1ccccc12 | . | -5 | -3
CSCC[C@@H](CO)NC[C@@H]1CCCN2CCCC[C@H]12 | -8 | -6 | 5
Cc1ccc(-c2cc(C(F)(F)F)n3ncc(C(=O)Nc4cc(Cl)cc(Cl)c4)c3n2)cc1 | -3 | -3 | 4
CCOC(=O)c1cccnc1Oc1cccc(NC(=O)/C=C/c2ccc(C)cc2)c1 | -5 | -4 | 20
CCC(=O)NC(=Nc1nc(C)c2cc(OC)ccc2n1)NC(=O)CC | . | -4 | 1
O=C(CSCc1ccccc1)Nc1ccc2c3c(cccc13)CC2 | -5 | -3 | -8
O=C(Nc1ccnn1C1CCN(Cc2nc(-c3ccc(F)cc3)cs2)CC1)C1CC1 | 0 | -1 | -5
CCc1ccc(NC(=O)CN2CN(c3ccccc3)C3(CCN(C(=O)C4CCCCC4)CC3)C2=O)cc1 | -5 | -4 | -3
COc1ccc2oc(CNC(=O)CCNC(=O)c3ccccc3F)nc2c1 | . | -1 | 10
Cc1ccc(NC(=O)N2CCCC(OCc3cc(F)ccc3F)C2)cc1 (stereo not given) | -4 | -2 | -4
O=C(Nc1ccc(Nc2cc(-n3cccn3)ncn2)cc1)Nc1ccc(F)cc1F | -6 | -2 | -3
COc1cc(C=C2C(=O)N(C)C(=O)N(C)C2=O)cc(Cl)c1O | 1 | -2 | 10
Cc1cccc(NC(=O)CSc2c(C)[nH]c3ccccc23)c1 | . | -2 | -3
CCCC(Sc1nnc(-c2ccc([N+](=O)[O-])cc2)n1-c1ccccc1)C(=O)OCC (stereo not given) | -3 | 2 | .
O=C(CN(CCCN1CCOCC1)S(=O)(=O)c1ccc(F)cc1)N(Cc1ccccc1)Cc1ccco1 | -4 | -4 | -5
COc1cccc(N=Nc2c(-c3ccccc3)[nH]n(-c3ccccc3)c2=O)c1 | . | 0 | -3
O=C(c1ccc(=O)n(-c2ccccc2)n1)N1CCCC(c2ccn[nH]2)C1 (stereo not given) | . | -7 | -17
CCn1c(SCc2cc(Cl)ccc2Cl)nnc1-c1c2c(nc3ccccc13)CCC2 | -8 | -9 | -7
COc1ccc2c(c1OCc1ccccc1)CN(C1CCCC1)C(=O)CCN2 | -6 | -8 | 0

More results
SMILES | mcGAS lum | hcGAS inh | NPYLR7 ag
CCc1c(C)[nH]n(-c2nc(C)cc(C)n2)c1=O | -4 | -6 | 0
CC1(C)CC(N2CCCCC2)=CC(=[N+]2CCCCC2)C1 | . | 1 | -3
CCc1[nH]n(C(C)(C)C)c(=O)c1C1=C(N2CCCC2)C(=O)N(c2ccc3c(c2)OCO3)C1=O | 2 | -1 | .
Cc1ccc(-c2nc(NCCc3cccnc3)ncc2-c2ccc(N)nc2)cc1 | . | -4 | 3
CC(C)(O)CN1C[C@H]2COc3ccccc3[C@H]2N(C(=O)c2cccs2)CCC1=O | -6 | 2 | 18
CCc1c(C(=O)NCc2cccnc2)c(C2CC2)nn1-c1ccccc1C | -7 | -7 | 8
O=C(CC1(C(=O)O)CCCCC1)Nc1ccc(F)c(F)c1F | -9 | -5 | 9
CNC(=O)c1ccc2c(C(=Nc3cccc(CN(C)C)c3)c3ccccc3)c(O)[nH]c2c1 | -9 | -8 | -2
CCc1c(C)c(C(=O)NCc2ccccn2)n(Cc2cccc(C(F)(F)F)c2)c1C | -10 | -3 | .
Cc1ccc(Cn2ccn3nc(-c4ccc(C)c(C)c4)cc3c2=O)cc1 | -10 | -3 | 3
CN(C)S(=O)(=O)NCCOc1ccc(-c2ccccc2)nn1 | 0 | -2 | -9
COc1ccc(Cc2nc(CN(C)Cc3cccc4ccccc34)cs2)cc1 | -6 | -7 | 5
O=C(CCNc1ncc(C(F)(F)F)cc1Cl)Nc1cn[nH]c1 | -14 | -5 | 8
CCC(C)NC(=O)c1cc2c(=O)n3cccc(C)c3nc2s1 (stereo not given) | . | -6 | 5
CCc1nc(CSC2CCN(C3CC3)C2=O)cs1 (stereo not given) | . | -5 | 4
CC(C)Cn1cncc1CNC1CCN(c2ccc3c(c2)OCO3)CC1 | . | -9 | 11
Cc1cccn2c(=O)c(C=C3SC(=S)N(C(C)C)C3=O)c(NCc3ccco3)nc12 | . | -2 | 6
O=C(Nc1ccccc1OC1CCOC1)N1CC2CCCCC2C1 (stereo not given) | . | -6&-1 | 9&-21
COc1c(F)ccc(-c2n[nH]c(Cc3ccccc3)n2)c1F | . | -8 | 27
FC(F)Cn1ccc(Nc2ncc(Br)cn2)n1 | . | -2&-8 | 1&4
O=C(NNC(=O)C1CC1)c1cc(Br)c(Br)s1 | . | -9 | 0
CCOC(=O)CSc1ccc2nnc(-c3ccc(OCC)cc3)n2n1 | -7 | -5 | 11
CC(C)CN(C(=O)c1ccco1)C1CCS(=O)(=O)C1 (stereo not given) | . | -5 | 1
CCc1c(C(=O)N2CCN(CCO)CC2)cnn1-c1cccc(C)c1 | . | -9 | 2
O=C(Nc1ccc2nc([C@H]3C[C@H](O)[C@@H](CO)O3)[nH]c2c1)NC(c1ccccc1)c1ccccc1 | 0 | -3 | -3

Laid out differently: entries from further up
Values run as follows: mcGAS lum	hcGAS inh	NPYLR7 ag
COc1ccc(CNC(=O)N(Cc2ccncc2)C2CCN(C)CC2)cc1
    .	-7	0
O=c1cc(Cn2ncc(Cl)c(Cl)c2=O)[nH]c(=O)[nH]1
    .	-9	4
COc1ccc(OCCOc2c(Cl)cc(Cl)cc2/C=N\n2cnnc2)cc1
    -5	-2	-6
CC(NC(=O)n1ccnc1)c1ccc(F)cc1 (stereo not given)
    6	8	-4
CCS(=O)(=O)c1ccc2c(c1)N(Cc1ccc(Cl)cc1)C(=O)C(C)O2 (stereo not given)
    .	1	2
CN(CCCNS(=O)(=O)c1cc(F)cc(F)c1)c1ccccn1
    .	-7	4
O=c1[nH]c(Cc2cccc(F)c2)nc2c1sc1ccccc12
    .	-5	-3
CSCC[C@@H](CO)NC[C@@H]1CCCN2CCCC[C@H]12
    -8	-6	5
Cc1ccc(-c2cc(C(F)(F)F)n3ncc(C(=O)Nc4cc(Cl)cc(Cl)c4)c3n2)cc1
    -3	-3	4
CCOC(=O)c1cccnc1Oc1cccc(NC(=O)/C=C/c2ccc(C)cc2)c1
    -5	-4	20
CCC(=O)NC(=Nc1nc(C)c2cc(OC)ccc2n1)NC(=O)CC
    .	-4	1
O=C(CSCc1ccccc1)Nc1ccc2c3c(cccc13)CC2
    -5	-3	-8
O=C(Nc1ccnn1C1CCN(Cc2nc(-c3ccc(F)cc3)cs2)CC1)C1CC1
    0	-1	-5
CCc1ccc(NC(=O)CN2CN(c3ccccc3)C3(CCN(C(=O)C4CCCCC4)CC3)C2=O)cc1
    -5	-4	-3
COc1ccc2oc(CNC(=O)CCNC(=O)c3ccccc3F)nc2c1
    .	-1	10
Cc1ccc(NC(=O)N2CCCC(OCc3cc(F)ccc3F)C2)cc1 (stereo not given)
    -4	-2	-4
O=C(Nc1ccc(Nc2cc(-n3cccn3)ncn2)cc1)Nc1ccc(F)cc1F
    -6	-2	-3
COc1cc(C=C2C(=O)N(C)C(=O)N(C)C2=O)cc(Cl)c1O
    1	-2	10
Cc1cccc(NC(=O)CSc2c(C)[nH]c3ccccc23)c1
    .	-2	-3
CCCC(Sc1nnc(-c2ccc([N+](=O)[O-])cc2)n1-c1ccccc1)C(=O)OCC (stereo not given)
    -3	2	.
O=C(CN(CCCN1CCOCC1)S(=O)(=O)c1ccc(F)cc1)N(Cc1ccccc1)Cc1ccco1
    -4	-4	-5
COc1cccc(N=Nc2c(-c3ccccc3)[nH]n(-c3ccccc3)c2=O)c1
    .	0	-3
O=C(c1ccc(=O)n(-c2ccccc2)n1)N1CCCC(c2ccn[nH]2)C1 (stereo not given)
    .	-7	-17

(continued)
SMILES | mcGAS lum | hcGAS inh | NPYLR7 ag
c1ccc(CN(CCN2CCOCC2)Cc2ccco2)nc1 | . | -5 | 11
O=C(Nc1ccccc1C(F)(F)F)c1cccn(OCc2cccc(Cl)c2)c1=O | -8 | -7 | 20
NC(=O)Cn1nc(C2CC2)c2cnn(-c3ccc(F)cc3)c2c1=O | . | -5 | 8
CCC(=O)Nc1sc2c(c1C(=O)Nc1ccccc1)CCC(C)C2 (stereo not given) | . | -4 | 0
COCCN1CCCC(C(=O)N2CCC(c3cc(=O)[nH]cn3)CC2)C1 (stereo not given) | -4 | -5 | .
Cc1cccc(C(C(=O)N(C)Cc2snnc2C)N(C)C)c1 (stereo not given) | . | -7 | 15
CC(C)(C)C(=O)Cn1cnc([N+](=O)[O-])n1 | . | 0 | 6
CSCCC(=O)Nc1nc2ccccc2s1 | . | 3 | 1
CC(NC(=O)COC(=O)C1=NNC(=O)CC1)C1CC2CCC1C2 (stereo not given) | . | -2 | 4
CCOCCCNC(=O)c1cc(NC(=O)C23CC4CC(CC(C4)C2)C3)ccc1N1CCN(c2ccccc2OC)CC1 | -4 | -6 | 10
CN(CC(=O)Nc1ccc(Cl)cc1F)CC1CC(=O)N(C2CCCC2)C1 (stereo not given) | . | -3 | 5
O=C(Cn1cnc2ccccc2c1=O)Nc1ccccc1 | -2 | -1 | -4
CCN1CCN(C(c2cccc(Cl)c2)C2Sc3nc(C)nn3C2=O)CC1 (stereo not given) | . | 2 | 2
O=c1[nH]c(=S)[nH]c2scc(-c3cccs3)c12 | . | 18 | 9
CCc1nnsc1C(=O)Nc1c(C(=O)c2ccccc2)oc2ccccc12 | . | -4 | 9
COc1ccc(CN(CC(C)C)C(=O)c2cc(C)c(C)[nH]c2=O)cc1 | -9 | -6 | 1
OCC1(Cc2ccccc2)CCCN(c2ncccc2Cl)C1 (stereo not given) | 3 | 2 | 3
CC(C)CNC(=O)c1cn(C(C)C)cc(C(=O)N2CCN(c3cccc(C(F)(F)F)c3)CC2)c1=O | -8 | -7 | 22
O=C(CN1C(=O)CSC(c2ccc3c(c2)OCO3)c2c(-c3ccccc3)nn(-c3ccccc3Cl)c21)NCc1ccco1 (stereo not given) | -6 | -13 | 16
Cc1noc(C)c1N(C)CC(=O)N1CCCCC1C (stereo not given) | . | -8 | 8
COc1cccc(C(CN2CCN(S(=O)(=O)c3sc(NC(C)=O)nc3C)CC2)OCc2ccc(C)cc2)c1 (stereo not given) | -7 | -5 | 15
COc1ccc(C(=O)C=Cc2cc(Br)c(O)c(OC)c2)cc1F | . | -7 | 172*
CC(C)(C)CC(=O)Nc1nnc(SCC(=O)c2ccccc2)s1 | -6 | -7 | 18
Cc1nc2c(c(=O)n1C)CCN(Cc1ccc(C#CCCO)cc1)CC2 | . | -2 | 11
O=c1c(-c2ccc(Br)cc2)coc2cc(OC3OC(CO)C(O)C(O)C3O)ccc12 (stereo not given) | . | -4 | -6

An excerpt from above in order of molecular weight, lowest first:
SMILES | mcGAS lum | hcGAS inh | NPYLR7 ag
Cc1noc(C)c1N(C)CC(=O)N1CCCCC1C (stereo not given) | . | -8 | 8
O=c1[nH]c(=S)[nH]c2scc(-c3cccs3)c12 | . | 18 | 9
COCCN1CCCC(C(=O)N2CCC(c3cc(=O)[nH]cn3)CC2)C1 (stereo not given) | -4 | -5 | .

New compounds follow
SMILES | mcGAS lum | hcGAS inh | NPYLR7 ag
O=C1c2nc(-c3cccnc3)ccc2CN1C1(C(=O)N[C@H]2CCc3ccccc32)CC1 | -6 | -6 | -14
CC1=NC2=C(C(=O)CC(c3ccccc3)C2)C(c2ccccc2Cl)C1C(=O)OC1CCCC1 (stereo not given) | -6 | -4 | -7
c1nc(NCCCN2CCOCC2)c2c3c(sc2n1)CCCC3 | -3 | 0 | -5
O=C1CN(S(=O)(=O)c2cccs2)CC(O)CN1Cc1ccco1 (stereo not given) | -6 | -8 | 3
Cc1c(C(=O)N2Cc3cnc(C(C)(C)C)nc3C2)[nH]c2c(F)cccc12 | -6 | -4 | 17
COc1cc(-c2ccc(C)c(C)n2)cc(OC)c1OC | -15 | -5 | .
COCCN1C(=O)C2C(c3ccc(O)cc3)NN(C)C2C1=O (stereo not given) | -6 | -3 | 10
C=CC(C)(O)CN(Cc1cccc(C)c1)CC1CCCO1 (stereo not given) | -4 | -3 | 26
O=C(NCC1COc2ccccc2O1)N1CCc2sccc2C1 (stereo not given) | -7 | -5 | 6
CCCNC(=O)CN1CCN(c2ncnc3cc(Cl)ccc23)CC1 | . | -18 | 8
COCCNC(=O)Cn1nc2c(c1NC(=O)COc1ccc(Cl)cc1)CSC2 | -2 | -3 | -3
CN(C)c1cc(CNC(=O)Cc2ccccc2F)ccn1 | . | -10 | 2
COCCCn1cc(C(=O)N2CCCC2)c2nn(-c3ccccc3)c(=O)c-2c1 | -8 | -6 | 7
CCc1nc(NCc2ccccc2)c2ccc(Cl)cc2n1 | -4 | -6 | 4
CC(NC(=O)C1CCN(S(=O)(=O)c2ccc3c(c2)OCCCO3)CC1)c1ccc(F)cc1F (stereo not given) | -8 | -7 | 8
